Screening results (PubChem BioAssay)
G9a inh = inhibitors of human histone lysine methyltransferase G9a | Q96KQ7 | G9a H3K9 monomethylation, AlphaScreen, 2 h | Potency, µM (titrated, usually from 102 µM), for the others: at the top dose activity, negative = inhibition, actives largely listed as inhibitors | 8.8% of 350,000 active | AID 504332; note: potency is the fitted concentration of half-maximal effect; % is set by controls: 0 for no effect and ±100 for the full control effect; nearly all actives have a fitted effect of over 75% in size
Target sequence (Q96KQ7 913-1193 limits assumed): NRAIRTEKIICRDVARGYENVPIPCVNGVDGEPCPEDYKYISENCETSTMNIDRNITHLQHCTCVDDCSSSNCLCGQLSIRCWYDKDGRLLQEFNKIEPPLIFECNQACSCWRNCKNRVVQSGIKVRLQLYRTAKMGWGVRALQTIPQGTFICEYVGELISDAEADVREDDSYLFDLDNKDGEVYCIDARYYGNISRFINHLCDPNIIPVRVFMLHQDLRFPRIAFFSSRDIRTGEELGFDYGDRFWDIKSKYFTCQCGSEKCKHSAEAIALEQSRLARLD
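Step 1: enzyme (final 20 nM) with compound, 15 min RT. Step 2: substrate peptide 500 nM and SAM 20 uM, 2 h RT. Step 3: anti-H3K9me1 antibody and AlphaScreen beads, 10 min, then plate read.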
Pin1 inh = inhibitors of human Pin1 | Potency, µM (titrated, usually from 115 µM), for inactives: top-dose activity, negative = inhibition, most hits filed as inhibitors | Pin1 FP peptide displacement, HiFluor488, 10 min | AID 504891 | 0.009% of 390,000 active | Q13526; active = well fitted inhibition curve with a large enough effect in the polarisation, with a control signal flat, not every such curve was filed as active; inconclusive = small, poorly fitted or top-dose-only effect, or effect the other way, or a change in a side signal; inactive = no such curve, though single readings can be large or run the other way; the % refers to the polarisation; note: potency is the fitted concentration of half-maximal effect; % is set by controls: 0 for no effect and ±100 for the full control effect
Target sequence (Q13526 whole entry, looked up): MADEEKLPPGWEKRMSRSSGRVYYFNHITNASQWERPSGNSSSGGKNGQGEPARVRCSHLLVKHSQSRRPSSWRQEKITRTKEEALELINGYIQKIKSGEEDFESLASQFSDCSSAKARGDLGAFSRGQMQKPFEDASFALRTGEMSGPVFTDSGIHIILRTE
PGK inhibitor = blocks T. brucei phosphoglycerate kinase; P07378; PGK/GAPDH coupled, Kinase-Glo luminescence, 60 min; Potency, µM (series often up to 57.5 µM), for inactives: at the top dose activity change, negative = inhibition, most hits filed as inhibitors; 0.043% of 380,000 active; AID 602233; note: potency is the fitted concentration of half-maximal effect; % is set by controls: 0 for no effect and ±100 for the full control effect; nearly all actives have a fitted effect of over 60% in size
Target sequence (P07378 whole entry, looked up): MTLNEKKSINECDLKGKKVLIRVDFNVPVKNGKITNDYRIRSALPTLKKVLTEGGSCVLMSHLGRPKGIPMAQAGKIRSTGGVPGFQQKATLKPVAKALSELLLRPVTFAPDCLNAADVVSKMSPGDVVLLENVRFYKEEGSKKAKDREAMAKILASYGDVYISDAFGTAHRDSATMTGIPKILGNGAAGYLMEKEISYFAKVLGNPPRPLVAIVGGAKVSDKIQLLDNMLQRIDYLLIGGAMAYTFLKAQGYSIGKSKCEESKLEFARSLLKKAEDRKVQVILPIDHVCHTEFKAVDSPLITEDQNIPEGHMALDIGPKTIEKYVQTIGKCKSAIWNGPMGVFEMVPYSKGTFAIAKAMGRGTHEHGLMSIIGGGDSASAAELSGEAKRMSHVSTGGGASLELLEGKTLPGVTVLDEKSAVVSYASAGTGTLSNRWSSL
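Luminescent ATP detection (Kinase-Glo Plus) follows a 60-minute room-temperature incubation, with wells lacking PGK as controls. Buffer: 100 mM TEA (pH 7.6), 5 mM MgCl2, 0.01% Tween-20. Coupling enzyme GAPDH (100 nM final) supplies unstable 1,3-BPG in-well.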
GLS inh = blocks human kidney-isoform glutaminase activity; O94925; GLS enzymatic activity, qHTS titration; Potency, µM (top dose mostly 45.5 µM), for the others: top-dose activity change, negative = inhibition, actives largely listed as inhibitors; 0.21% of 410,000 active; note: potency is the fitted concentration of half-maximal effect; % is set by controls: 0 for no effect and ±100 for the full control effect
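hKGA in 45 mM KH2PO4 (pH 8.2), 0.02% Tween-20 with compound, then 1mM L-Glutamine (stock as added) plus glutamate oxidase/HRP/Amplex red coupling mix. Fluorescence read initially and after 30 min at RT; signal change reflects glutamate formation.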
BAZ2B block = blocks human BAZ2B | Q9UIF8 | AlphaScreen BAZ2B-H3K14Ac peptide displacement | Potency, µM (highest dose often 114 µM), for the others: at the top dose activity change, negative = inhibition, actives largely listed as inhibitors | 4.4% of 360,000 active; note: potency is the fitted concentration of half-maximal effect; % is set by controls: 0 for no effect and ±100 for the full control effect; nearly all actives have a fitted effect of over 60% in size
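Inhibition is scored as reduced AlphaScreen emission. The BAZ2B/b-H3(5-23)K14Ac complex (50 nM each) in PBS pH 7.4, 0.01% Tween-20 meets compound (up to 110 uM) for 30 min at RT before bead addition.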
JMJD2A Tudor = blocks the human JMJD2A Tudor domain | O75164 | AlphaScreen JMJD2A-Tudor / H3K4me3 peptide binding | Potency, µM (series often up to 114 µM), for the others: at the highest dose activity change, negative = inhibition, usual class: inhibitors | 4.4% of 390,000 active | AID 504339; note: potency is the fitted concentration of half-maximal effect; % is set by controls: 0 for no effect and ±100 for the full control effect; nearly all actives have a fitted effect of over 50% in size
PI4K2A block = blocks human PI4K2A kinase activity. purified PI4K2A, ADP-Glo luminescence, 1 h; active compounds read low. activity change, negative = inhibition, % at 76.9 µM. AID 1346378. 0.13% of 420,000 active; in the data active = activity change below about -50%; inconclusive = mostly about -30% to -49%;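 note: -100% = wells without enzyme as full effect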
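ADP-Glo luminescence measured ADP generated by PI4K2A enzyme (4 ug/mL before mixing) with 1.2 mM PI substrate (pre-mix) and 300 microM ATP (pre-mix). Tris pH7.5 buffer with MgCl2, Triton X-100; 1 h reaction at ambient temperature.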
ERG Ets-DNA blk = inhibitors of human ERG Ets domain-DNA interaction | P11308 | fluorescence polarization, His-ERG Ets domain / labelled DNA | Potency, µM (doses to about 76.9 µM), inactives show at the highest dose FP activity, negative = inhibition, most hits filed as inhibitors | 0.028% of 370,000 active | AID 624246; active = well fitted inhibition curve with a large enough effect in the polarisation, with a control signal flat; inconclusive = small, poorly fitted or top-dose-only effect, or effect the other way, or a change in a side signal; inactive = no such curve, though single readings can be large or run the other way; the % refers to the polarisation;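 note: polarization taken with two DNA probes labelled with fluorescein and Texas red; potency is the fitted concentration of half-maximal effect; % of control where 0% means no effect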
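His-tagged ERG Ets domain (1 uM in the protein solution; 300mM KCl, 50mM Tris-HCl, 1mM EDTA, 1mM DTT, pH 7.5) received compound, then a probe mix of 5 nM fluorescein-DNA and 100nM Texas-615-DNA. Fluorescence polarization was read for both dyes.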
HP1b binding inh = blocks HP1-beta chromodomain binding to methylated histone tails | Potency, µM (highest dose often 114 µM), without a hit: at the highest dose activity change, negative = inhibition, usual class: inhibitors | P83916 | 0.56% of 390,000 active | AlphaScreen HP1-beta / biotin-H3K9me3 peptide binding | AID 540317; note: potency is the fitted concentration of half-maximal effect; nearly all actives have a fitted effect of over 70% in size; inactives centre near 23
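HP1-beta protein (50 nM final) preincubated 30 min at room temperature with biotinylated H3(1-18)K9me3 peptide (50 nM) in PBS pH 7.4, 0.01% Tween-20, then compound added for 30 min. AlphaScreen streptavidin donor/nickel chelate acceptor beads (10 ug/mL final), 30 min dark, luminescence read.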
An asterisk follows results filed as active; i = inactive; ? = inconclusive; / = no result given; [ ] = dose if it differs, or a comment. Unless noted, calls come from the whole dose curve; as a rule, active = well fitted curve in the direction sought with a large enough effect; inconclusive = small, poorly fitted or top-dose-only effect, or another doubt; inactive = no such curve, though single readings can be large; an effect the other way counts as inactive or inconclusive.

BAZ2B block	GLS inh	Pin1 inh	PI4K2A block	G9a inh	JMJD2A Tudor	SMILES	HP1b binding inh	PGK inhibitor	ERG Ets-DNA blk
2%	-2%	-12%	6	10%	-11%[11.4 µM]	Cc1ccc(CCNC(=O)CN2CCN(Cc3ccccc3F)C2=O)cc1	8%	-1%	7%
/	-6%	15%	2	/	-19%	COc1ccc(S(=O)(=O)N2CCCCCC2)cc1NC(=O)Cc1ccc(OC)c(OC)c1	29%	2%	0%
-20%	25%	-2%	-4	-5%	-11%	NNC(=O)CCn1c2ccccc2c2ccccc21	59%[activator]	2%	3%
6%	20%	14%	0	7%	-27%	CC(C)(C)CN1CCN(Cc2cc3ccccc3[nH]2)CC1CCO (centres undefined)	30%	-3%	2%
11%	-7%	0%	-2	?	-10%	Cc1ccc2c(COC(=O)c3ccccc3Br)cc(=O)oc2c1	48%[activator]	i	?
3%	-12%	-1%	-15	1%	-2%	Cc1c(C(=O)N2CCOCC2)sc2nc(-c3ccccc3)cn12	26%	i	-8%
2%	-1%	0%	5	/	7%	CCC1(C)Cc2nc(Cl)c(C#N)cc2CO1 (centres undefined)	48%[activator]	5%	10%
-8%	10µM*	2%	-19	3%[59 µM]	-20%	CC1(CC(=O)N/N=C/c2cc(Br)c(O)cc2O)OCCO1	49%[activator]	/	/
13%	24%	2%	-1	3%	22%	CCN(CC)c1ccc2c(C)c(CN3CCOCC3)c(=O)oc2c1	76%[activator]	-9%	5%
-5%	-8%	-7%	2	-11%	-10%	O=C(c1ccc(Cl)cc1)N1CCN(CCOc2ccccc2)CC1	15%	-3%	18%
-15%	3%	-6%	0	12%	-11%	Cc1cc([N+](=O)[O-])nn1CC(=O)NCc1nc2ccccc2[nH]1	7%	i	2%
5%	14%	19%	-1	5%	1%	COc1ccccc1-c1nc(-c2ccc(C)nc2OC)no1	29%	-7%	0%
-5%	5%	-3%	-3	4%[59 µM]	-3%	COc1ccc(N(CC(=O)NCc2ccccc2Cl)S(=O)(=O)c2c(C)[nH]c(=O)[nH]c2=O)cc1	33%	6%	-17%
-2%	5%	0%	-5	2%	-19%	COc1cccc(NC(=O)c2ccccc2N2C(=O)C3C4C=CC(C4)C3C2=O)c1 (centres undefined)	16%	-2%	1%
-22%	2%	-3%	8	3%	-21%	Cc1cc(NC(=O)CSc2nnc(-c3ccccc3)c(-c3ccccc3)n2)no1	21%	24%	-6%

Another view of two compounds above:
Results follow in this order: BAZ2B block, GLS inh, Pin1 inh, PI4K2A block, G9a inh, JMJD2A Tudor, HP1b binding inh, PGK inhibitor, ERG Ets-DNA blk
> COc1ccc(N(CC(=O)NCc2ccccc2Cl)S(=O)(=O)c2c(C)[nH]c(=O)[nH]c2=O)cc1
  -5%, 5%, -3%, -3, 4%[59 µM], -3%, 33%, 6%, -17%
> COc1cccc(NC(=O)c2ccccc2N2C(=O)C3C4C=CC(C4)C3C2=O)c1 (centres undefined)
  -2%, 5%, 0%, -5, 2%, -19%, 16%, -2%, 1%

The listing picks up with the 4 entries that preceded the break.
BAZ2B block	GLS inh	Pin1 inh	PI4K2A block	G9a inh	JMJD2A Tudor	SMILES	HP1b binding inh	PGK inhibitor	ERG Ets-DNA blk
5%	14%	19%	-1	5%	1%	COc1ccccc1-c1nc(-c2ccc(C)nc2OC)no1	29%	-7%	0%
-5%	5%	-3%	-3	4%[59 µM]	-3%	COc1ccc(N(CC(=O)NCc2ccccc2Cl)S(=O)(=O)c2c(C)[nH]c(=O)[nH]c2=O)cc1	33%	6%	-17%
-2%	5%	0%	-5	2%	-19%	COc1cccc(NC(=O)c2ccccc2N2C(=O)C3C4C=CC(C4)C3C2=O)c1 (centres undefined)	16%	-2%	1%
-22%	2%	-3%	8	3%	-21%	Cc1cc(NC(=O)CSc2nnc(-c3ccccc3)c(-c3ccccc3)n2)no1	21%	24%	-6%
-4%	1%	5%	-1	12%[12.7 µM]	-7%	CCC(=O)NCCc1nc2cc(NC(=O)c3ccc(OC)cc3)ccc2n1C	14%	2%	/
-32%	-17%	-1%	2	16%[59 µM]	-25%[11.4 µM]	O=C(O)Cn1c(SCCOc2ccccc2F)nc2ccccc21	8%	-10%	-9%
6%	-3%	2%	-3	14%[59 µM]	-11%	CCC(C)NC(=O)c1ccccc1NC(=O)c1ccccc1N(C)S(C)(=O)=O (centres undefined)	19%	-12%	3%
1%	0%	0%	-7	2%[59 µM]	-13%	CSc1ccc(Cn2nnc(C(=O)Nc3ccc(C)cc3Cl)c2N)cc1	30%	-8%	3%
-9%	5%	3%	-3	-1%	-11%	CCOC(=O)c1[nH]c2ccc(OC)cc2c1NC(=O)NC(C)C	24%	4%	-2%
-4%	6%	1%	2	-14%[59 µM]	-4%	C[C@H]1CC[C@@]2(O[C@H](CCO)C[C@@H](O)[C@@H]2O)O1	38%	2%	4%
-19%	18%	-1%	0	5%	-11%	O=C(O)/C=C/c1ccccc1Oc1ccc(Cl)cc1Cl	31%	3%	3%
-36%	-1%	0%	4	4%[59 µM]	-3%[11.4 µM]	CCOc1ccc(CCNC(=O)CCC(=O)Nc2ccc3nc(N4CCN(C)CC4)cc(C)c3c2)cc1OCC	6%	-7%	5%
31%	-11%	0%	-1	34%[activator]	69%[activator]	O=C(Nc1ccc(C(F)(F)F)cc1)C1(c2ccccc2)CC1	150%[activator]	-9%	11%
-4%	-1%	-1%	1	4%[12.7 µM]	-8%	CCOc1ccc(CCNC(=O)CN2C(=O)NC3(CCCCCC3)C2=O)cc1OCC	22%	-4%	-1%
-11%	0%	-2%	-4	-31%	0%	CCOC(=O)N1CCN(C(=O)c2ccc(NS(=O)(=O)c3ccc(F)cc3)cc2)CC1	22%	0%	-3%
/	15%	?	-2	/	?	CC(=NO)c1ccc2c(c1)Cc1cc([N+](=O)[O-])ccc1-2	-27%	11%	2%
-1%	-7%	-5%	-7	24%[59 µM]	-5%	CCCCN(C(=O)Cn1nnc2ccccc21)C(C(=O)NCCOC)c1cccs1 (centres undefined)	52%[activator]	2%	-5%
-16%	1%	-7%	2	-28%	-1%	CC(=O)Nc1ccc(NC(=O)C2CCN(C(=O)c3cccs3)CC2)cc1	76%[activator]	/	-16%
11%	-29%	1%	5	60%[activator]	-8%	O=C(NCc1ccccn1)c1ccc(S(=O)(=O)Nc2ccccc2F)cc1	51%[activator]	-4%	-3%
/	-1%	-4%	5	/	-13%	Cc1cc(NC(=O)c2ccc(Cl)cc2Cl)n(-c2ccccc2)n1	18%	-9%	-13%
-6%	1%	13%	1	43%[59 µM]	-23%	O=S(=O)(N/N=C\C=C\c1ccccc1)c1ccc(Br)cc1	35%	0%	1%
/	-13%	-1%	-10	/	?	COc1ccc(Cc2nc3c([nH]2)c(=O)n(C)c(=O)n3C)cc1OC	12%	-15%	-4%
-5%	10%	5%	1	/	1%	NNC(=O)c1ccc(COCC(F)(F)C(F)F)cc1	27%	2%	3%
6%	2%	3%	1	9%[59 µM]	-11%	O=C(CC12CC3CC(CC(C3)C1)C2)NCc1ccncc1	18%	-1%	-2%
-2%	-12%	3%	2	2%[59 µM]	-5%	CCc1ccc(Nc2nnc(-c3cc4cc(OC)ccc4oc3=O)s2)cc1	36%	1%	2%
?	10%	0%	2	?	-12%	Cc1cc(N2CCN(C(=O)c3ccco3)CC2)nc(-c2ccccc2)n1	0%	-1%	-4%
4%	7%	-5%	-2	-37%	-2%	Cc1ccc(S(=O)(=O)N(C)C)cc1NC(=O)COC(=O)/C=C/c1ccc2ccccc2n1	13%	-9%	-9%
-3%	2%	1%	1	4%[59 µM]	-13%	CC(=O)NC(CCS(C)(=O)=O)C(=O)N1CCc2ccccc21 (centres undefined)	16%	-6%	/
30%	-6%	3%	0	34%[59 µM]	61%[activator]	CCSc1nc(-c2ccc(OC)cc2)cc(-c2ccccc2)c1C#N	148%[activator]	i	-12%
5%	-2%	-4%	-5	-3%[12.7 µM]	-12%	O=C(CNC(=S)N(Cc1ccc(F)cc1)C1CCCCC1)NC1CC1	15%	-5%	-3%
/	-2%	1%	-3	/	-17%	CC(C)(C)c1ccc(C(=O)NCCC(=O)NNC(=O)COc2ccc(F)cc2)cc1	29%	i	6%
1%	6%	-2%	3	-6%	-19%	CC1CN(Cc2ccccc2)c2nc3c(c(=O)n(CC(=O)O)c(=O)n3C)n2C1 (centres undefined)	12%	5%	3%
